Bioassay records: PubChem BioAssay, Broad Institute
Statin myotox sup = suppression of simvastatin myotoxicity. C2C12 myotubes + simvastatin, ATP luminescence, 48 h; scaled: DMSO 0, geranylgeraniol control 100. 330,000 tested, 0.78% active. rescue of ATP level, % at 7.49 µM. AID 602340;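 active = mean ATP rescue above about 67%, or every replicate alone reaching that limit, limit read from the data, passing the limit was not always enough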;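 also: myotubes were challenged with 10 µM simvastatin during compound exposure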
S100A4 MyoIIA = S100A4-myosin IIA interaction inhibition | P26447 | S100A4/TAMRA-MyoIIA peptide fluorescence polarization | inhibition, % at 10.7 µM | 360,000 tested, 0.14% active;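 active = mean inhibition of at least 70% across replicates, with every replicate also reaching that level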
Target sequence (P26447 whole entry, looked up): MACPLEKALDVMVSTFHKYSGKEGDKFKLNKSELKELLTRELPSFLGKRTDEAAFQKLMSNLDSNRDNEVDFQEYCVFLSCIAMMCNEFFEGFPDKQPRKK
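Material: S100A4 monomer protein | Medium: HEPES pH 7.2 with CaCl2, KCl, NaCl, DTT, Triton | Reagent: Labelled myosin peptide probe, 5 nM | Doses: One dose per compound | Times: 5 min incubation before reading | Benchmarks: Neutral control DMSO, positive control TFP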
esBAF inh = blocks esBAF chromatin remodeling in mouse ES cells; Bmi1-luciferase knock-in reporter, 24 h; 100% = twice the neutral-well signal; reporter increase, % at 12.5 µM; 350,000 tested, 2% active; in the data active = activation above about 40%;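 also: 0% = median of the plate's neutral control wells and 100% = double that signal; a rise in the Bmi1 reporter signal indicates esBAF inhibition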
FN deposition inh = fibronectin deposition inhibition; AH1F fibroblasts, Alexa488-fibronectin deposition fluorescence, overnight; inhibition, % at 12.6 µM; 350,000 tested, 0.086% active; AID 743247;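 active = mean inhibition across replicates of 30% or more, regardless of how many single replicates reach that level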;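 also: positive control wells lacked labelled fibronectin entirely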
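Material: AH1F fibroblast monolayer depositing Alexa488-labelled fibronectin into matrix | Input: 10000 AH1F cells/well | Medium: DMEM plus 2% serum, read in PBS | Reagent: Alexa488-fibronectin, 24 nM final in well | Compound dosing: One dose per compound, pinned | Schedule: 1 h adhesion, overnight exposure | Measured by: Fluorescence at 485 nm excitation, 525 nm emission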
SIRT5 inh = sirtuin-5 (human) deacylase inhibition; Q9NXA8; Purified SirT5, succinyl-peptide AMC, trypsin-coupled fluorescence; inhibition, % at 15 µM; 330,000 tested, 1.1% active; in the data active = inhibition above about 15%
Target sequence (Q9NXA8 whole entry, looked up): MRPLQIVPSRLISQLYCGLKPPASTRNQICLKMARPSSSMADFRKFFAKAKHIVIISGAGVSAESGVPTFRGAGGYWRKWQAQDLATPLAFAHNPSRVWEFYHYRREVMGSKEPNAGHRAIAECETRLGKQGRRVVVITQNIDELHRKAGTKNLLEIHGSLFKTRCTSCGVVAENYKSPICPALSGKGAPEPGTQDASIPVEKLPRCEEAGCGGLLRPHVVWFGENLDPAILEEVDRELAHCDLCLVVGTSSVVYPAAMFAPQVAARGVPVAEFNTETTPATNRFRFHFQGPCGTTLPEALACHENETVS
LGR2 antag = Drosophila LGR2 receptor signaling inhibition. HEK293 LGR2, CRE-luciferase, bursicon-stimulated, 4 h. 380,000 tested, 0.35% active. inhibition, % at 9.99 µM;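 active = drop in luminescence signal, shown as inhibition above about 50% in the replicate tests, limit read from the data, passing the limit was not always enough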;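 also: agonist challenge used bursicon conditioned medium at about half maximal strength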
Casp6 inh = blocks human caspase-6 cleavage activity; P55212; purified caspase-6, Z-VEID-R110 cleavage fluorescence; AID 686996; 350,000 tested, 0.53% active; inhibition, % at 12.5 µM;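 active = mean inhibition across replicates at least about 35%, with every replicate also reaching that limit, limit read from the data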;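 also: 0% = median of neutral control wells and 100% = no fluorescence left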
Target sequence (P55212 24-179 limits assumed): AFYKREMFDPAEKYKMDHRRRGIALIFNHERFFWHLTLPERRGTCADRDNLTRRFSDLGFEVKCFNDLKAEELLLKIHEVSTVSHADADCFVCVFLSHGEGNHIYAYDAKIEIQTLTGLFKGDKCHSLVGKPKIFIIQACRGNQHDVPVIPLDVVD
Target sequence (P55212 194-293 limits assumed): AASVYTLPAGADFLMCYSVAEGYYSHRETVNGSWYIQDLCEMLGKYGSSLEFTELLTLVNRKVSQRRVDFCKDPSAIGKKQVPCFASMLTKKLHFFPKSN
Active calls of the source: *; / = not tested or not shown. Only part of the results is shown, so the mix of outcomes need not match the whole.

SMILES	Statin myotox sup	S100A4 MyoIIA	esBAF inh	FN deposition inh	SIRT5 inh	LGR2 antag	Casp6 inh
COc1ccc(NC(=O)N(C)C[C@H]2Oc3ccc(NC(=O)c4ccncc4)cc3C(=O)N([C@H](C)CO)C[C@H]2C)cc1	-6	-36	6	/	-1	-5	0
C[C@@H]1CN([C@H](C)CO)S(=O)(=O)c2ccc(-c3ccc(C(=O)N(C)C)cc3)cc2O[C@@H]1CN(C)C	4	-25	-2	5	-1	6	1
CN1CCN(S(=O)(=O)c2cccc(C(=O)Oc3ccccc3Cl)c2)CC1	1	24	-6	/	8	-11	3
Cc1ncc(CO)c2cc(-c3nnc(Nc4ccc5c(c4)OCO5)s3)c(=O)oc12	/	7	/	-2	-2	0	-3
O=C(N/N=C1\CCS(=O)(=O)c2ccc(F)cc21)c1ccc([N+](=O)[O-])cc1	-7	-1	-2	-2	-1	2	-1
CCn1c(SCC(=O)Nc2ccc(C(C)=O)cc2)nc2nc3c(cc2c1=O)COC(C)(C)C3	/	-1	/	1	13	-22	-2
Cc1cc(C(=O)Nc2ccc3c(c2)OCO3)cs1	/	-1	/	/	2	/	2
Cc1cc(C(=O)NNC(=O)c2ccc(C)c([N+](=O)[O-])c2)c(C)o1	-9	0	0	-11	-6	0	4
CCc1ccc(C(=O)COC(=O)CNC(=O)CNC(=O)Cc2ccccc2)cc1	-1	/	-1	-5	/	/	/
Cc1ccc2c3c(cccc13)-c1ccccc1C2=O	/	-10	/	2	/	-38	1
COC(=O)Nc1sc2c(c1C(N)=O)CCCCCC2	-13	/	-12	-3	/	/	/
CCn1c(SCC(=O)C(C)(C)C)nnc1-c1cnccn1	2	/	3	/	/	4	/
COc1ccc(C)cc1NC(=O)CNC(C)C(=O)Nc1ccc(C(C)=O)cc1 (stereo not drawn)	19	-3	0	-4	-11	4	9
CN(Cc1ccccc1)C(=O)COC(=O)c1ccc(Br)c(S(=O)(=O)N2CCOCC2)c1	1	-5	-5	-9	-3	-10	-3
O=C(Cc1ccccc1[N+](=O)[O-])NCCCN1CCOCC1	/	-14	-4	-11	-1	5	1
CC(=O)Nc1ccc(S(=O)(=O)N2CCSC2c2ccco2)cc1 (stereo not drawn)	-14	-1	-5	7	-2	-7	-1
CC(=O)c1sc(NS(=O)(=O)c2ccc(C)cc2)nc1C	/	-1	/	14	2	13	1
CO[C@H]1CN(C)C(=O)c2ccc(NC(=O)NC(C)C)cc2OC[C@H](C)N(Cc2ccc(-c3ccccn3)cc2)C[C@H]1C	-16	3	3	3	/	12	-1
CCC(=O)N(C)C[C@H]1Oc2ncc(C#Cc3cccnc3)cc2C(=O)N([C@@H](C)CO)C[C@H]1C	17	4	-1	/	-1	-9	2
O=C(Nc1cc(F)ccc1F)N1CC(=O)N2[C@H](CO)[C@@H](c3ccc(C#CC4CCCC4)cc3)[C@H]2C1	/	-3	/	-4	3	-4	0
O=C(CCN1C(=O)C2CCCCC2C1=O)Nc1cc(F)ccc1F (stereo not drawn)	-6	0	0	8	-1	15	-4
Cc1noc(C)c1S(=O)(=O)Nc1ccc2c(c1)C(=O)N([C@@H](C)CO)C[C@H](C)[C@@H](CN(C)Cc1ccc(C(=O)Nc3ccccc3N)cc1)OCCCC[C@@H](C)O2	/	5	-18	/	1	-7	-4
O=S1(=O)c2ccc(Br)cc2N2CCC[C@@H]2CN1Cc1ccc(Cl)cc1	38	-6	0	2	-6	9	-5
Cc1cc(C(F)F)n2nc(C(=O)Nc3c(F)cc(F)cc3Br)nc2n1	-3	/	-1	/	/	20	/
Cc1ccc(C(C)NC(=O)c2ccco2)cc1 (stereo not drawn)	3	/	-6	6	/	/	/
COc1ccc(NC(=O)COc2ccc(-c3ccccc3)cc2)cc1	1	2	-2	2	-7	12	0
CC1CCCN(S(=O)(=O)c2ccc(NC(=O)c3cccc(-n4cnnn4)c3)cc2)C1 (stereo not drawn)	-26	/	20	8	/	/	/
CO[C@H]1CN(C)C(=O)c2ccc(NC(C)=O)cc2OC[C@H](C)N(Cc2ccccc2C(=O)O)C[C@@H]1C	/	7	/	8	1	-25	-3
Cc1ccc2c(c1)cc1c(=O)n(CC(=O)NCCCc3ccccc3)nc(C)n12	-1	-2	-4	-6	-2	-5	5
CCOC(=O)c1c(/N=C/C2C(=O)CCCC2=O)sc2c1CCCC2	/	-16	/	-2	-3	-29	6
O=C(N=C1SC2CS(=O)(=O)CC2N1c1ccc(OC(F)(F)F)cc1)C1CC1 (stereo not drawn)	0	-12	12	-4	-3	-11	/
CC(C)Oc1ccc(C(=O)OCC(=O)NC(=O)NC2CCCC2)cc1	-2	-4	0	8	1	-5	1
COc1ccc(NC(=O)Nc2cccc3c2O[C@H](CN(C)C(=O)Nc2c(C)noc2C)[C@H](C)CN([C@@H](C)CO)C3=O)cc1	-2	-6	5	5	5	13	-1
Cc1ccc(C(=O)CSc2nc(-c3ccccc3)ccc2C#N)cc1	5	/	1	-3	/	-3	/
Cc1cc(C)c(S(=O)(=O)n2cc(C(C)C(N)C(=O)O)c3ccccc32)c(C)c1 (stereo not drawn)	0	-8	-3	-2	-1	/	-1
CS(=O)(=O)N1CCSC1c1ccc(Br)cc1 (stereo not drawn)	7	2	-2	-5	-2	8	-4
COCC(=O)NCc1ccc2c(c1)OCO2	1	/	-1	3	/	/	/
CC(C)CCNC(=O)c1ccc2c(c1)N(Cc1ccccc1)C(=O)CS2=O (stereo not drawn)	-8	2	-1	-1	-1	14	2
C[C@@H](NC(=O)[C@@H]1[C@@H](CO)[C@@H]2Cn3c(cccc3=O)[C@H]1N2C(=O)C1CCC1)c1ccccc1	19	3	7	13	5	0	-1
COc1ccccc1NC(=O)c1ccc2c(c1)C(=O)N(Cc1ccco1)C2=O	5	-4	-3	4	-2	15	1
COc1ccc(OC)c(C(=O)c2coc3ccc(O)cc23)c1	12	12	34	-10	/	/	/
CC(C)Oc1ccc(S(=O)(=O)N2CCOCC2)cc1NC(=O)CC1CC2CCC1C2 (stereo not drawn)	-11	2	-2	-24	2	2	-2
C#CCNC(=O)C1=C[C@@H](c2ccc(C#C)cc2)[C@H](CCCO)[C@@H](OCC)O1	-6	2	0	0	-2	-13	0
CC(=O)c1sc(NC(C)c2ccccc2)nc1C (stereo not drawn)	-5	-15	-3	0	-2	-2	-4
O=C(Nc1cccc(F)c1)N[C@H]1CC[C@H](CCn2cc(Cc3ccccc3)nn2)O[C@@H]1CO	1	4	9	/	1	28	0
COC(=O)c1ccc(NC(=S)NC(=O)c2cccnc2)cc1	-5	2	4	6	-2	2	-1
C[C@H]1CCCCO[C@H](CN(C)S(=O)(=O)c2ccccc2)[C@@H](C)CN([C@@H](C)CO)C(=O)c2cc(NC(=O)NC3CCCCC3)ccc2O1	/	-10	-3	3	1	16	3
O=C(c1ccc(-n2cccc2)cc1)N1CCOCC1	0	/	-1	4	/	/	/
C[C@@H]1CN([C@H](C)CO)C(=O)c2cc(NC(=O)C3CCCCC3)ccc2O[C@H]1CN(C)C(=O)Nc1ccc2c(c1)OCO2	5	/	-4	/	/	0	/
COC(=O)NNC(=O)c1ccc(Cl)cc1Cl	/	1	/	0	1	/	1
Next part
SMILES	Statin myotox sup	S100A4 MyoIIA	esBAF inh	FN deposition inh	SIRT5 inh	LGR2 antag	Casp6 inh
CCCCNC(=O)C1(C)CCCCN1C(=O)c1c(Cl)cccc1Cl (stereo not drawn)	0	1	-5	5	/	-21	-1
CCN(CC(=O)NCc1cccs1)C(=O)/C=C/c1cccc(Cl)c1Cl	7	0	-1	-4	-1	21	0
COc1ccc(CNC(=O)CC(C)c2ccccc2)cc1 (stereo not drawn)	-1	-2	7	4	-1	5	0
CC(C)NC(=O)N(C)C[C@H]1OCCCC[C@H](C)Oc2ccc(NC(=O)Cc3ccccc3)cc2C(=O)N([C@H](C)CO)C[C@H]1C	/	7	/	/	-1	/	0
Cc1ccc(OCC(=O)N2CC3(C)CC2CC(C)(C)C3)cc1 (stereo not drawn)	4	/	5	-8	/	/	/
Cc1cc(-n2c(C)cc(C(=O)CSc3ccc4c(c3)OCCO4)c2C)no1	49	/	4	6	/	/	/
O=C(Nc1cc(F)ccc1F)N1CC(=O)N2[C@H](C1)[C@@H](c1ccc(-c3ccc(F)cc3)cc1)[C@@H]2CO	/	-13	/	/	1	-4	-1
CCCCn1c(N)c(N(CC)C(=O)CSCc2ccc(C)cc2)c(=O)[nH]c1=O	/	8	/	12	-3	-1	0
CC(C)CC#Cc1ccc2c(c1)O[C@H](CN(C)C)[C@@H](C)CN([C@@H](C)CO)S2(=O)=O	-2	5	1	-3	4	10	-5
COc1ccc(CNC(=O)C[C@@H]2CC[C@H](NC(=O)c3ccc4c(c3)OCO4)[C@@H](CO)O2)cc1	7	-6	0	-1	0	4	1
O=C(/C=C/c1cccc(Cl)c1)c1nc2ccccc2[nH]1	16	/	22	-1	/	/	/
COC(=O)[C@]12C[C@H](CC(=O)NCCC(C)C)C(=O)N(Cc3ccccc3)C1=C[C@H](C1CCCC1)O[C@@H]2C	/	6	/	-4	/	1	0
COc1ccccc1NC(=O)N[C@@H]1CC[C@@H](CCNS(=O)(=O)c2ccc(C)cc2)O[C@H]1CO	/	2	/	/	-1	5	1
CCOC(=O)c1sc(NC(=O)/C=C/c2ccccc2)nc1C	/	-2	/	3	2	-20	0
O=[N+]([O-])c1ccccc1S(=O)(=O)N/C(=N/S(=O)(=O)c1ccccc1)c1ccccc1	-13	-1	/	16	/	3	1
Cc1ccc(S(=O)(=O)N(C)C[C@H]2Oc3ccc(NC(=O)NC(C)C)cc3CC(=O)N([C@H](C)CO)C[C@@H]2C)cc1	7	-4	-5	/	1	-7	0
COC(=O)C1CCN(C(=O)c2cc(S(=O)(=O)N3CCCCC3)ccc2Cl)CC1	0	-2	-2	-4	-6	-12	-2
CCCNC(=O)Nc1ccc2c(c1)OC[C@@H](C)N(CC1CCCC1)C[C@@H](C)[C@@H](OC)CN(C)C2=O	-13	14	4	-14	2	-16	-3
CO[C@@H]1CN(C)C(=O)c2cc(NC(C)=O)ccc2OC[C@@H](C)N(Cc2cccc(F)c2)C[C@@H]1C	6	/	3	-2	/	-2	/
CCC1Oc2ccccc2N(CC(=O)NCc2ccco2)C1=O (stereo not drawn)	/	-4	/	1	-2	-39	0
FC(F)(F)c1ccc(CN2CCCCCC2)cc1	-3	2	2	/	-6	5	-10
CCOC(=O)C1CCN(C(=O)c2cccc(Cl)c2)CC1	6	/	-5	-5	/	/	/
Cc1ccccc1NS(=O)(=O)c1cc(C(=O)NCc2ccncc2)ccc1Cl	-9	-4	-2	-6	-1	10	4
COc1ccc(NC(=O)N(C)C[C@@H]2Oc3c(NC(=O)NC(C)C)cccc3C(=O)N([C@H](C)CO)C[C@H]2C)cc1	-9	3	3	/	-1	24	0
O=C(NCc1ccc(Cl)cc1)C1CC(O)CN1S(=O)(=O)c1ccc(Cl)cc1 (stereo not drawn)	9	-2	2	-6	-2	5	2
Nc1ccc(Cl)c(S(=O)(=O)Nc2ccccc2Cl)c1	5	-4	6	0	-4	13	-4

Five of the compounds above, bar-delimited:
compound | Statin myotox sup | S100A4 MyoIIA | esBAF inh | FN deposition inh | SIRT5 inh | LGR2 antag | Casp6 inh
FC(F)(F)c1ccc(CN2CCCCCC2)cc1 | -3 | 2 | 2 | / | -6 | 5 | -10
CCOC(=O)C1CCN(C(=O)c2cccc(Cl)c2)CC1 | 6 | / | -5 | -5 | / | / | /
Cc1ccccc1NS(=O)(=O)c1cc(C(=O)NCc2ccncc2)ccc1Cl | -9 | -4 | -2 | -6 | -1 | 10 | 4
COc1ccc(NC(=O)N(C)C[C@@H]2Oc3c(NC(=O)NC(C)C)cccc3C(=O)N([C@H](C)CO)C[C@H]2C)cc1 | -9 | 3 | 3 | / | -1 | 24 | 0
O=C(NCc1ccc(Cl)cc1)C1CC(O)CN1S(=O)(=O)c1ccc(Cl)cc1 (stereo not drawn) | 9 | -2 | 2 | -6 | -2 | 5 | 2
